H9c2 TAG inh: inhibitors of triacylglycerol accumulation, primary screen, cell-based, uHTS, fluorescence, H9c2; H9c2 cells, Nile Red lipid (TAG) fluorescence; cells loaded with 200 µM oleic acid; inhibition, % at 12.5 µM; 230,000 tested, 0.66% active; AID 651582, 2012;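 active means pattern-corrected inhibition of lipid staining of at least 50% with the nuclear-stain viability signal not falling by more than 50%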;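 further: 0% = DMSO wells and 100% = triacsin C control wells; some results filed as inactive read as strong as hits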
H9c2 TAG inh DAPI viability: second read-out of H9c2 TAG inh, no call of its own (marks repeat the call); DAPI nuclei signal change (viability), lower = more cytotoxic, %;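 whole-well DAPI fluorescence read on a plate reader as a viability signal; minus 50 percent equals half of cells still viable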
Starred values were filed as active, the others as inactive; i = inactive. Only part of the results is shown; the hit share may differ from the screen's.

Screens in order: H9c2 TAG inh, H9c2 TAG inh DAPI viability
> CCC(C)N(C)C1CCN(C(=S)Nc2cccc(OC)c2)CC1 (configuration not stated)
 : -8, 4
> COCc1cc(N2CCN(c3ccccc3F)CC2)nc(-c2ccccc2)n1
 : -6, 4
> O=[N+]([O-])c1ccc(Cl)cc1N1CCCCC1
 : -16, 0
> Cn1c(CNc2cccc(C(F)(F)F)c2)n[nH]c1=S
 : 23, 2
> COc1ccc(-n2c(C)cc(-c3cn4cccc(C)c4n3)c2C)cc1
 : 12, 11
> C#CCSc1nccc(-c2nn(-c3ccc(C)cc3)ccc2=O)n1
 : -6, 0
> COC(=O)c1sc(S(=O)(=O)NC(Cc2ccccc2)C(=O)O)c(C(=O)OC)c1C (configuration not stated)
 : 4, -1
> CCOC(=O)c1nn(-c2ccc(C)cc2)c(=O)cc1OCC(=O)Nc1cccc(OC)c1
 : 14, 0
> NC(=O)c1ncn([C@@H]2O[C@H](CNCc3cc(Br)ccc3OCc3ccccc3)[C@@H](O)[C@H]2O)n1
 : 5, -4
> CC(C)C[C@@H](CN1CCC[C@@H]1CN1C(=O)C(=O)NC[C@@H]1Cc1ccccc1)N1C[C@H](Cc2ccccc2)N(CC2CCCCCC2)C(=O)C1=O
 : -5, 6
> CC(C)c1ccc(/C=C/C(=O)N2CCCCCC2)cc1
 : 2, 0
> CC(=O)C1=C(O)C(CSCc2ccccc2)N(C)C1=O (configuration not stated)
 : -18, 1
> CC(C)c1cc(NCC2CCCO2)n2c(nc3ccccc32)c1C#N (configuration not stated)
 : 10, 41
> COc1ccc(SCCN2CC[C@@H](C(C)(C)C)CCC2=O)cc1
 : 9, -2
> CCOC(=O)C1C(C(=O)OC)=C(c2ccc(OC)cc2)c2ccc(OC)cc2N1S(=O)(=O)C(F)(F)F (configuration not stated)
 : 4, -6
> Cc1ccc(S(=O)(=O)NCCOc2cc(C)ccc2C)cc1
 : -7, -5
> O=C(/C(Br)=C/Nc1cc(Cl)ccc1Cl)C(F)(F)F
 : 1, 0
> CCOc1cc(C)c(Cl)cc1S(=O)(=O)N(CC)CC
 : -13, -3
> CC(C)OP(=O)(OC(C)C)C(Nc1ccccc1)c1cccc([N+](=O)[O-])c1 (configuration not stated)
 : -8, 0
> Cc1ccc(C(=O)NCc2cccnc2)cc1S(=O)(=O)Nc1ccccc1
 : 1, -3
> CCOC(=O)N1CCN(C(=O)COC(=O)c2ccc(O)cc2O)CC1
 : -12, 6
> COc1ccc(NC(=O)Cn2ccc3c(OC)cccc3c2=O)cc1
 : 10, -4
> N#CCCN1CCN(S(=O)(=O)c2ccc(S(=O)(=O)N3CCOCC3)cc2)CC1
 : 2, 10
> CCN1CCN(Cc2ccc(NC(=O)Nc3ccc(SC)cc3)cc2)CC1
 : 35, -2
> Cc1cc(Cl)ccc1OCCCC(=O)NNC(=O)c1ccncc1
 : 16, -10
> COC(=O)[C@@H]1CCCN1Cc1nc(Cc2ccccc2F)no1
 : -1, 12
> COc1cccc(C=NNc2nnc(NN=Cc3cccc(OC)c3OC)c3ccccc23)c1OC
 : 25, 8
> O=[N+]([O-])c1ccc(S(=O)(=O)Nc2ccc(-c3ccc(N4CCCC4)nn3)cc2)cc1
 : -3, -3
> CCSc1ncc(C#N)c(N)n1
 : -2, 6
> CC1CCCN(C(=O)CCNS(=O)(=O)c2ccc(Br)cc2)C1 (configuration not stated)
 : -24, 10
> O=C1C2CC3N1CCC31c3ccccc3-n3c1c2ccc3=O (configuration not stated)
 : 13, -2
> C=CCNc1nc(-c2sc(NC(C)=O)nc2C)cs1
 : 25, 18
> COc1ccc(C(=O)NC(=S)NCCc2ccccc2)cc1
 : -6, 0
> COc1ccc(NC(=O)c2cc(C3CCCCN3C(=O)c3cc(C(C)(C)C)nn3C)on2)c(C)c1 (configuration not stated)
 : -23, 1
> C/C=C/C=C\C(=O)Nc1cccc(C2=NOC3(C2)C[C@@H](C(N)=O)N(C(=O)c2cc([N+](=O)[O-])cc([N+](=O)[O-])c2)C3)c1 (some centres not stated)
 : 9, -1
> CC(C1CC2CCC1C2)N1CC(O)=C(c2nc3ccccc3[nH]2)C1=N (configuration not stated)
 : 9, 1
> COCCNC(=O)COC(=O)c1cccnc1SC
 : -15, 16
> COc1ccc(C(=O)Sc2ccc(C)cc2)cc1OC
 : -6, -13
> CCOC(=O)C1CCN(C(=O)COC(=O)c2ccccc2C(=O)c2ccc(Cl)cc2)CC1
 : -21, -1
> CC12CNCC(C)(CN(C(c3ccccc3)c3ccccc3)C1)C2
 : 14, 16
> O=C(Nc1nc(-c2nc3ccccc3s2)cs1)c1ccco1
 : -10, 4
> CC(=O)NS(=O)(=O)c1ccc(N/C(N)=N/c2nc(C)cc(C)n2)cc1
 : -3, -3
> CC(C)(C)NC(=O)NC(=O)CN1CCN(S(=O)(=O)c2ccc3c(c2)OCCO3)CC1
 : -21, 9
> CC(=O)Nc1ccc(C(=O)NNC(=O)c2cccc(C)c2)cc1
 : 1, -8
> COc1ccc(OC)c(S(=O)(=O)N(C)CC(=O)O)c1
 : 14, -2
> Cc1ccccc1Cn1ccc(NC(=O)CCSc2nc(-c3ccco3)cc(C(F)(F)F)n2)n1
 : 33, 1
> O=C(O/N=C1/CCCc2occc21)c1ccc(Cl)cc1Cl
 : -1, -3
> CC(C)(C)c1ccc(C(=O)c2c[nH]c(C(=O)NCCCN3CCOCC3)c2)cc1
 : 30, 6
> CC(NC(=O)c1ccc(N(C)C)cc1)C1CC2CCC1C2 (configuration not stated)
 : 29, -7
> CC1CC(Nc2ccccc2)c2ccccc2N1C(=O)c1ccncc1 (configuration not stated)
 : 6, -13
> CCOc1ccccc1NC(=O)c1cccc2c1C(=O)N(CCOC)C2
 : -3, -7
> C=CCn1c(SCC(=O)NC2CCCCC2)nnc1-c1sc(N)nc1C
 : 1, -6
> Cc1ccc(N/N=C(\C#N)C(=N)N2CCCCC2)cc1
 : 12, -11
> CC(=O)NC1(c2nnnn2CCOC(=O)Nc2ccc(Cl)cc2)CCCC1
 : 13, -6
> O=C(Cn1c(=O)n(Cc2ccco2)c(=O)c2cc(Cl)ccc21)NCC1CCCO1 (configuration not stated)
 : 28, -19
> Cc1cc(C)cc(NC(=O)c2ccc(NC(=O)c3ccco3)cc2)c1
 : -27, -4
> O=c1c2c3nc4ccccc4nc3n(/N=C/c3ccccn3)c2ncn1-c1ccccc1
 : 72*, -11*
> CCOC(=O)C(C)n1nc(-c2ccccc2)c2ccccc2c1=O (configuration not stated)
 : 7, -4
> N#CC1=C(N)Oc2cc(N)ccc2C1C1CCCCC1 (configuration not stated)
 : -11, -2
> COc1ccc(OC)c(NC(=O)Nc2c(O)ccc3ccccc23)c1
 : -7, 1

Continuation:
Screens in order: H9c2 TAG inh, H9c2 TAG inh DAPI viability
> CCS(=O)(=O)Nc1cccc(-c2nc3cccnc3s2)c1
 : -5, 1
> CCCCC(=O)Nc1cc(C)c2c(=O)oc3ccccc3c2n1
 : -3, 4
> Cc1ccc(C(=O)COC(=O)CNC(=O)Cc2ccccc2)cc1
 : 8, -5
> Cc1ccc(NCc2nnc(SCC(=O)NCc3ccco3)n2CC2CCCO2)c(C)c1 (configuration not stated)
 : 12, 4
> O=C(c1ccc(OCC2CCCO2)cc1)N1CCN(c2ccccc2)CC1 (configuration not stated)
 : -17, -2
> Cc1nonc1CN(C)C(=O)CC1C(=O)NCCN1Cc1ccccc1F (configuration not stated)
 : -4, 0
> CSc1ccccc1NC(=O)COC(=O)Cc1ccsc1
 : 6, 9
> Brc1cccc(CNc2nc3ccccc3n2CCN2CCOCC2)c1
 : -42, 8
> CN1C(=O)C(C)(C)c2cc(S(=O)(=O)NCc3ccc(C(=O)NCc4ccco4)cc3)ccc21
 : -11, -9
> Cc1nnc(SCC(=O)Nc2ccc(Cl)cn2)[nH]c1=O
 : 7, 0
> Cc1cccc(C)c1NC(=O)Cn1nc(-c2ccccc2)nc1-c1ccccc1
 : 34, 4
> Cn1ccc(C(=O)N/N=C/c2ccccc2[N+](=O)[O-])n1
 : -4, -2
> CCNC(=O)C1(C)CCN(C(=O)c2cccs2)C1 (configuration not stated)
 : -6, 3
> Cc1nc(C(C)(C)O)n(-c2ccccc2)n1
 : -9, 7
> O=C(C[n+]1ccccc1)N/N=C/c1ccc(C(=O)O)cc1
 : -1, 10
> COC(=O)c1cscc1S(=O)(=O)Cc1ccccc1
 : 3, 9
> CCCC(C(=O)Nc1ccc(S(=O)(=O)Nc2ncccn2)cc1)c1ccccc1 (configuration not stated)
 : -7, 9
> O=c1cc(N2CCCCC2)c(-c2ccccc2)nn1Cc1ccc(F)cc1
 : -6, -1
> Cc1cccc(NC(=O)C23CCC(C)(C2Br)C3(C)C)c1 (configuration not stated)
 : -4, 0
> CC(=O)C[C@H](O)CC(=O)[C@H]1OC(=O)CCCCCCc2ccccc21
 : 3, 2
> CC(C)N1CCc2c(sc(NC(=O)CCc3ccccc3)c2C(N)=O)C1
 : 0, -2
> CCC(C(=O)Nc1cc(C)nn1-c1nc(C)cc(C)n1)c1ccccc1 (configuration not stated)
 : -18, -3
> Cc1cccc(C2CC(c3ccccc3)Nc3ncnn32)c1 (configuration not stated)
 : -19, 2
> CCN(CC)CCNC(=O)c1c(C)n(-c2ccccc2)c2cc(Br)c(OC)cc12
 : 69*, -11*
> COc1ccc(C(=O)C2CCCN(Cc3ccc4nonc4c3)C2)cc1OC (configuration not stated)
 : -19, 3
> O=C(Nc1cccc(F)c1)NC1CC2CCCC(C1)N2C1CC1 (configuration not stated)
 : -11, 10
> Nc1nc2ccc(OC(F)(F)F)cc2s1
 : 2, 1
> CCOc1ccc(NC(=O)C(C)N2C(=O)c3ccccc3S2(=O)=O)cc1 (configuration not stated)
 : 12, 3
> COc1ccc(N(C)S(=O)(=O)c2cccc(C(=O)OCC(=O)Nc3cc(C)ccc3OC)c2)cc1
 : -15, 2
> CN(Cc1ccccc1)CC(O)COc1ccc(CNCCc2ccncc2)cc1 (configuration not stated)
 : -7, 31
> FC(F)(F)c1ccccc1NC(=S)NC1CCN(Cc2ccccc2)CC1
 : -10, 9
> O=C(O)CSCC(=O)Nc1ccc(C(=O)O)cc1
 : -7, 1
> CC1Cc2ccccc2N1S(=O)(=O)c1cnc(Cl)c(Cl)c1 (configuration not stated)
 : 8, -4
> Cc1ccc(NC(=O)COC(=O)CN2C(=O)c3ccccc3C2=O)cc1
 : 6, -12
> O=C(CC1(CC(=O)N2CCOCC2)CCCC1)Nc1ccccc1
 : 16, -9
> CCN(C(=O)Cc1nc(N)n[nH]1)C1(C(=O)Nc2ccccc2)CCCCC1
 : -3, 9
> CC(NS(=O)(=O)c1cccc(Cl)c1F)[C@H](O)c1ccccc1 (some centres not stated)
 : 0, -12
> Cc1noc(C)c1C(=O)N1CCC1(C)C(=O)NS(=O)(=O)c1ccc(Cl)cc1 (configuration not stated)
 : -4, 13
> O=S(=O)(c1ccc(Cl)cc1)N1CCN=C1SCc1cccc(Cl)c1
 : -12, 7
> CCc1ccc(NC(=O)c2cnc3scc(C)n3c2=O)cc1
 : -6, 19
> Nc1cccc2c1C(=O)N(C(=O)c1cccc(S(=O)(=O)N3CCCC3)c1)C2=O
 : 15, -19
> O=c1[nH]c(=S)c2[nH]c(=S)n(-c3ccccc3)c2[nH]1
 : -1, 10
> CCCCN(C)CCCNC(=O)Cn1c(=O)sc2ccccc21
 : 6, 1
> O=C(N/N=C/c1cccnc1)c1cccc(S(=O)(=O)N2CCCC2)c1
 : -19, -8
> CCc1ccc(NC(=O)CC2S/C(=N/N=C3CCCCCC3)NC2=O)cc1 (configuration not stated)
 : -13, i
> O=C(NCC(c1cccnc1)N1CCN(c2ccccc2F)CC1)C1CCCCC1 (configuration not stated)
 : -8, 1
> O=C(Cc1ccccc1)NCC(=O)N/N=C/c1cccnc1
 : 1, 4
> COc1ccc(-c2cc(C(=O)Nc3c(C)n(C)n(-c4ccccc4)c3=O)no2)cc1OC
 : 4, 2
> Cc1cc(NC(=O)CN2C(=O)NC3(CCCCCC3)C2=O)no1
 : -1, -2
> O=c1c2ccccc2nc2n1C(CBr)CS2 (configuration not stated)
 : 7, 5
> O=C(Cc1ccccc1)N1CCN(S(=O)(=O)c2cccc([N+](=O)[O-])c2)CC1
 : -5, -13
> CN1CCN(c2nc(-c3ccccc3)ncc2S(=O)(=O)c2ccccc2)CC1
 : -7, 34
> O=C(Nc1ccccn1)c1ccccc1
 : -11, -4
> Cn1nnc2cc(C(=O)NCCC3=CCCCC3)ccc21
 : 24, -6
> COc1cccc(S(=O)(=O)NCc2ccc(C(=O)N3CCN(C)CC3)cc2)c1
 : 3, -5
> COc1ccccc1N/C(N)=N/c1nc(CSc2ccc(C)cc2)cc(=O)[nH]1
 : -100, -19
> CCOc1ccc(N=Nc2c(=O)[nH]n3c(=O)cc(C)[nH]c23)cc1
 : -32, -2
> CCCN(CCC)CCCNC(=O)CC1Nc2ccccc2NC1=O (configuration not stated)
 : 7, -10
> CCC(C)NC(=O)c1nc2c(nnn2Cc2ccccc2Cl)c(=O)[nH]1 (configuration not stated)
 : 3, -7

Compound activity deposited in PubChem BioAssay by Sanford-Burnham Center for Chemical Genomics.
